KB-V1 MDR tox – KB-V1 MDR subline cytotoxicity; KB-V1 MDR cells viability, CellTiter-Glo, 72 h; Potency, µM (highest dose often 46.1 µM), without a hit: at the top dose activity change, negative = cytotoxicity, usual class: cytotoxic; 400,000 compounds, 3.4% hits; note: potency is the fitted concentration of half-maximal effect; % is set by controls: 0 for no effect and ±100 for the full control effect; nearly all actives have a fitted effect of over 60% in size
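KB-V1 MDR subline cells in DMEM (phenol-red free, 10% FBS) exposed to compounds in qHTS concentration series for 72 h at 37 degrees C. Viability read by CellTiter-Glo luminescence; concentration-effect curves fitted after normalization and correction.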
D3 antag – blocks the human D3 dopamine receptor; P35462; D3R cells, DiscoveRx beta-arrestin luminescence, antagonist mode; active compounds read low; max response, negative = inhibition, %; 360,000 compounds, 2.5% hits; AID 652054; in the data active = max response below about -50%; inconclusive = no clear call, values can overlap the other calls; note: % is set by controls: 0 for no effect and ±100 for the full control effect; mostly tested at two doses, the higher about 12 µM
Target sequence (P35462 whole entry, looked up): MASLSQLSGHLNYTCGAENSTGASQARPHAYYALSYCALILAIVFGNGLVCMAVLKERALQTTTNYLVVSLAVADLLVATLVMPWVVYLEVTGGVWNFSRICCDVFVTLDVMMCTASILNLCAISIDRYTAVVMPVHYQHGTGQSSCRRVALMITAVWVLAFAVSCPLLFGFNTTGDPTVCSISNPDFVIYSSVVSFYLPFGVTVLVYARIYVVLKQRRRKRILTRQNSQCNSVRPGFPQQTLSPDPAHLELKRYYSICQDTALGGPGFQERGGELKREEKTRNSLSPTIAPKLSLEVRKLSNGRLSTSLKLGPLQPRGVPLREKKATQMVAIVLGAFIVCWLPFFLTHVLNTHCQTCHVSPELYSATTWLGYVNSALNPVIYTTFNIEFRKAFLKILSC
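Cells plated overnight at 1500 cells/well, then exposed to library compounds with dopamine controls for 90 minutes at 37 degrees C. DiscoveRx reagent added for 30–60 minutes at room temperature; luminescence read, quantitative HTS format.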
DRD3 agonist – D3 dopamine receptor (human) agonism | P35462 | D3R DiscoveRx beta-arrestin cells, luminescence, 90 min | max activation, % | 410,000 compounds, 0.58% hits; in the data active = max activation above about 30%; note: 0% is about no effect; mostly tested at two doses, the higher about 12 µM
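Agonist-mode cell screen: cells plated at 1500/well and incubated overnight at 37 °C, then exposed to library compounds for 90 min at 37 °C. Detection reagent was added for 30–60 min at room temperature, and luminescence was read.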
HT1080 IDH1KD tx – toxicity to HT-1080 IDH1 knockdown cells (counter line). Potency, µM (titrated, usually from 46.1 µM), for the others: top-dose activity, negative = toxicity, usual class: cytotoxic. 360,000 compounds, 2% hits. HT-1080 IDH1 knockdown viability, ATP luminescence, 48 h;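 note: potency is the fitted concentration of half-maximal effect; 0% = DMSO wells and -100% = cell-free medium wells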
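Assay cells: HT-1080 with IDH1 knockdown, 750 per well, RPMI/5% FBS. Exposure: 48 h at 37 °C following 2 h pre-incubation. Read: CellTiter-Glo luminescence; fitted concentration-response, curve class assigned.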
KB-3-1 cytotox – KB-3-1 parental cell cytotoxicity; KB-3-1 viability, CellTiter-Glo ATP luminescence, 72 h; Potency, µM (titrated, usually from 46.1 µM), inactives show at the highest dose activity change, negative = cytotoxic, actives largely listed as cytotoxic; 400,000 compounds, 1.4% hits; AID 1347075; note: potency is the fitted concentration of half-maximal effect; % is set by controls: 0 for no effect and ±100 for the full control effect; nearly all actives have a fitted effect of over 60% in size
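KB-3-1 cells, DMEM (no phenol red) + 10% FBS; compound by pin transfer, 72 h, 37 °C. Readout: CellTiter-Glo luminescence after 10 min. Data normalized, curve-fitted.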
IL-1B inflam inh – inhibitors of inflammasome signaling (IL-1 beta secretion); THP-1 LPS/ATP IL-1B secretion, AlphaLISA, 16 h; active compounds read low; activity change, % at 57.5 µM; 360,000 compounds, 4.7% hits; AID 743279; in the data active = activity change below about -50%; inconclusive = mostly about -30% to -49%; note: % is set by controls: 0 for no effect and ±100 for the full control effect
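THP-1 cells pretreated 1 hr with compounds (up to 57.5 uM final), then stimulated with LPS (250 ng/mL final) plus ATP (1.25 mM final); secreted IL-1B measured by AlphaLISA after 16 hr, decreased signal indicating inhibition.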
HT1080NT lethal – kills 2HG-producing HT-1080-NT fibrosarcoma cells | HT-1080-NT fibrosarcoma viability, CellTiter-Glo ATP luminescence, 48 h | Potency, µM (titrated, usually from 46.1 µM), for the others: at the top dose activity, negative = less viability, usual class: cytotoxic | 360,000 compounds, 1.6% hits | AID 686970;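 note: NT is the 2HG producing partner of a matched IDH1 knockdown line; potency is the fitted concentration of half-maximal effect; 0% = DMSO-treated cells and -100% = media-only wells without cells; nearly all actives have a fitted effect of over 55% in size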
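Fibrosarcoma NT cells, 750 per well in 5% FBS RPMI, were exposed to compound for 48 hours. Viability: CellTiter-Glo luminescence.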
SW480 rerep – DNA re-replication induction in SW480 cells; 340,000 compounds, 1.8% hits; Potency, µM (doses to about 46.1 µM), for the others: at the top dose re-replication activation, hits mostly activators; SW480 DNA re-replication, Hoechst DNA content imaging, 48 h; note: potency is the fitted concentration of half-maximal effect; % of control where 0% means no effect; nearly all actives have a fitted effect of over 55% in size
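SW480 cells exposed to compounds for 48 hr at 37 C, 5% CO2, then Hoechst-stained 40 min. Nuclear DNA content imaged by fluorescence scanning (405 nm excitation, 500-530 nm emission); re-replication scored as increased high-intensity nuclei.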
GLP-1R agonist – GLP-1 receptor (human) agonism; P43220; 380,000 compounds, 0.007% hits; Potency, µM (doses to about 45.6 µM), for the others: at the top dose activation, usual class: activators; HEK293 GLP-1R CRE-luciferase, luminescence, 4-6 h; cells express a hypersensitive GLP-1R form; note: potency is the fitted concentration of half-maximal effect; % of control where 0% means no effect
Target sequence (P43220 whole entry, looked up): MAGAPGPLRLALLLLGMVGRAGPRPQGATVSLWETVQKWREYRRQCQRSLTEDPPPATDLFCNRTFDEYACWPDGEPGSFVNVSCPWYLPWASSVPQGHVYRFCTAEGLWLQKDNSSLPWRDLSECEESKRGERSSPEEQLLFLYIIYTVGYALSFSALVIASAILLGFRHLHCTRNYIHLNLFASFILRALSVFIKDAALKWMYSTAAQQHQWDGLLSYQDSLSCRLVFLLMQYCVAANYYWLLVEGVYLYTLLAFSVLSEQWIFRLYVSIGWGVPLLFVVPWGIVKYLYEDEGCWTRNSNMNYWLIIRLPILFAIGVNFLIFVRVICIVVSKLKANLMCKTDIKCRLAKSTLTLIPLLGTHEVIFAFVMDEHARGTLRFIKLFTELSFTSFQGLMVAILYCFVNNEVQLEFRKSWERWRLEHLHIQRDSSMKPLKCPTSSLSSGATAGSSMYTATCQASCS
An asterisk follows results filed as active; ? = inconclusive; · = no result given; [ ] = remark or other dose. Unless noted, calls come from the whole dose curve; as a rule, active = well fitted curve in the direction sought with a large enough effect; inconclusive = small, poorly fitted or top-dose-only effect, or another doubt; inactive = no such curve, though single readings can be large; an effect the other way counts as inactive or inconclusive. Random draw from the library; about 12% have a hit in one of these screens.

no.	Structure	HT1080NT lethal	GLP-1R agonist	DRD3 agonist	KB-V1 MDR tox	SW480 rerep	HT1080 IDH1KD tx	D3 antag	KB-3-1 cytotox	IL-1B inflam inh
1	CS(=O)(=O)N1CCN(c2ccccc2NC(=O)c2ccc(-c3ccc(Br)cc3)o2)CC1	-1%	-4%	-3	2.6µM*	-3%	?	-22	-10%	22
2	COC(=O)c1ccc(Cn2cc(Cl)cn2)o1	11%	2%	7	7%	-123%[inhibitor]	1%	-9	10%	-7
3	COc1ccc(C(=O)NCC(c2cccs2)N2CCc3ccccc32)cc1OC (stereo not given)	-30%	18%	7	-11%	-375%[inhibitor]	-21%	4	-11%	-12
4	Cc1nn(-c2ccccc2)c(Cl)c1C(=O)NC1CCCCC1	-1%	15%	-1	-5%	1%	6%	11	-12%	-17
5	CCOC(=O)c1c(C)c(C(=O)N2CCN(c3cccc(Cl)c3)CC2)c(C)n1C	15%	4%	6	10µM*	27%	5%	16	0%	-15
6	C[C@@H]1CN([C@@H](C)CO)C(=O)c2cc(Br)cnc2O[C@@H]1CN(C)S(C)(=O)=O	4%	-7%	0	1%	·	3%	-9	-1%	-5
7	COc1cc(C)ccc1OCCCCOc1ccccc1C(C)=O	9%	2%	6	-9%	2%	0%	12	?	8
8	Cc1ccc(OCCNCC(O)COc2ccccc2)cc1 (stereo not given)	-6%	-2%	-15	-10%	-3%	-8%	-83*	-4%	-26
9	COc1ccc(Cl)cc1N(CC(=O)NC1CC2CCC1C2)S(=O)(=O)c1ccccc1 (stereo not given)	-26%	13%	-12	?	?	?	-13	-6%	-10
10	CCN1CCN(S(=O)(=O)c2cc3c(cc2Cl)NC(=O)CO3)CC1	1%	-3%	-8	-16%	-15%	4%	-25	12%	-5
11	CCOc1ccc2c(c1)C(c1ccccc1)=NNC(c1ccccc1)=N2	8%	2%	0	0%	-3%	2%	18	-6%	6
12	Cc1cc(N/N=C/c2cccc(Br)c2)nc2ccccc12	-1%	-17%	-6	21µM*	-17%	0%	-6	-5%	-11
13	Nc1ccc2nn(-c3cc([N+](=O)[O-])ccc3O)nc2c1	8%	-4%	-11	0%	2%	3%	-28	-2%	6
14	O=C(CN1C(=O)NC(c2ccccc2)(c2ccccc2)C1=O)N1CCN(c2ccc(F)cc2)CC1	?	0%	-2	?	?	?	-1	?	-6
15	COc1ccc([N+](=O)[O-])cc1NC(=S)Nc1ccccc1	11%	-5%	-2	2%	-11%	5%	0	12%	8
16	O=C(NC1CCS(=O)(=O)C1)c1ccccc1C(=O)c1ccccc1 (stereo not given)	7%	-5%	-5	-4%	3%	8%	-13	14%	3
17	COc1ccc(CCNC(=O)c2c(O)c3ccccc3[nH]c2=O)cc1OC	13%	4%	9	?	-9%	-2%	35	3%	25
18	O=C(NCCCn1ccnc1)/C(=C/c1cccnc1)NC(=O)c1ccco1	10%	-4%	1	25%	-32%	13%	-12	2%	5
19	Cn1c(N2CCN(c3ccccn3)CC2)nc2c1c(=O)n(Cc1ccc(Cl)cc1)c(=O)n2C	7%	4%	14	?	8%	6%	2	-16%	-6
20	COC(=O)c1cccc(/C=N/NC(N)=S)c1O	?	11%	-8	15µM*	?	8%	-22	?	-26

Shown with values under each structure: part of the list above.
Second line of a record – HT1080NT lethal, GLP-1R agonist, DRD3 agonist, KB-V1 MDR tox, SW480 rerep, HT1080 IDH1KD tx, D3 antag, KB-3-1 cytotox, IL-1B inflam inh
[12] Cc1cc(N/N=C/c2cccc(Br)c2)nc2ccccc12
→ -1%, -17%, -6, 21µM*, -17%, 0%, -6, -5%, -11
[13] Nc1ccc2nn(-c3cc([N+](=O)[O-])ccc3O)nc2c1
→ 8%, -4%, -11, 0%, 2%, 3%, -28, -2%, 6

Going on with the list.
no.	Structure	HT1080NT lethal	GLP-1R agonist	DRD3 agonist	KB-V1 MDR tox	SW480 rerep	HT1080 IDH1KD tx	D3 antag	KB-3-1 cytotox	IL-1B inflam inh
21	CCN(Cc1ccccc1)S(=O)(=O)c1ccc2c(c1)NC(=O)CS2	-13%	12%	2	-3%	-6%	-7%	28	-20%	23
22	O=C(CCc1nnc(CCc2ccccc2)o1)N1CCCCC1CCn1cccn1 (stereo not given)	3%	3%	3	-4%	-89%[inhibitor]	2%	16	0%	-2
23	Cc1c(CC(=O)O)c(=O)oc2cc(OCc3ccc(F)cc3F)ccc12	0%	6%	8	16%	12%	-2%	-6	2%	-5
24	CCOCc1nnc(NC(=O)CSc2ccc(C)cc2)s1	14%	-3%	-1	14%	-1%	13%	13	3%	14
25	Cc1ccc(C(=O)Nc2nncs2)cc1S(=O)(=O)N1CCOCC1	12%	3%	1	15%	-9%	6%	?	12%	11
26	Cc1ccc(N2CC(C(=O)Nc3nc4ccc(S(C)(=O)=O)cc4s3)CC2=O)cc1C (stereo not given)	-7%	7%	3	18%	-3%	-2%	0	-3%	34
27	CCOc1cc(C(=S)N2CCOCC2)cc(Br)c1OS(=O)(=O)c1ccccc1	2%	2%	-3	0%	13%	-13%	1	-29%	-18
28	O=C(NNC(=O)C1CC1)Nc1ccc(Cl)cc1	2%	-5%	-4	2%	-32%	-5%	-10	-10%	-25
29	CNc1nc(N)c([N+](=O)[O-])c(Nc2ccccc2OC)n1	-12%	15%	-9	?	0%	-23%	?	-2%	-4
30	CC1=C(C(=O)O)CC(S(=O)(=O)O)C1(C)C (stereo not given)	1%	-8%	0	1%	-5%	19%	14	11%	3
31	CCCCCN(C(=O)CCC(=O)OCC(=O)N(C)c1ccccc1)c1c(N)n(CCCC)c(=O)[nH]c1=O	-3%	-1%	-12	11%	-1%	-10%	6	-2%	-5
32	O=C(NC(=S)N1CCN(c2ccccn2)CC1)c1ccccc1	13%	-1%	0	?	?	9%	6	8%	-6
33	CC(Nc1nc(-c2cccnc2)nc2ccccc12)c1ccccc1 (stereo not given)	-20%	6%	5	-25%	·	-17%	0	1%	31
34	O=C1CCCN1CCC1CCN(C(=O)Nc2ccccc2)CC1	1%	-17%	-8	-1%	-18%	1%	-28	0%	15
35	COCCNc1ncnc2c1ncn2[C@H]1CN(Cc2ccc(F)cc2)C[C@@H](CO)O1	?	-6%	1	6%	·	0%	-11	0%	20
36	CC1(C)CC(=O)C(C=NC2CC(C)(C)NC(C)(C)C2)=C(O)C1	5%	-6%	12	1%	-4%	-2%	-18	8%	14
37	Cc1ccc(S(=O)(=O)Nc2ccc(C(=O)NCCCn3ccnc3)cc2)cc1[N+](=O)[O-]	6%	-2%	-8	-3%	-18%	7%	-6	-1%	-12
38	COc1cccc(NC(=S)N2CCN(c3ccccn3)CC2)c1	17%	-2%	-10	0%	-2%	-4%	9	6%	-2
39	c1ccc(N2CCN(c3ccccc3)C2c2cccs2)cc1	-2%	1%	-2	-14%	-2%	-2%	-13	2%	6
40	FC(F)Sc1nnc(-c2cccs2)n1-c1ccccc1	8%	-3%	6	?	-4%	-5%	19	-1%	-8
41	Cc1cccc(C)c1NC(=O)C1(C)CSCC(=O)N1CCC(C)C (stereo not given)	19%	·	0	?	·	14%	10	-7%	-16
42	O=C(/C=C/c1ccc2c(c1)OCO2)N1CCN(c2ccccc2F)CC1	0%	3%	-5	?	-3%	-4%	-9	-18%	18
43	CCN(c1ccccc1)S(=O)(=O)c1cc(NC(=O)CSc2n[nH]c(=O)[nH]c2=O)ccc1Cl	-2%	0%	4	0%	11%	-1%	-12	-6%	-13
44	CC(C)C1Oc2ccccc2N(CC(=O)NCCCN2C(C)CCCC2C)C1=O (stereo not given)	-1%	-15%	8	0%	1%	16%	13	5%	-4
45	FC(F)(F)c1cc(CCN2C(=S)NC[C@@H]2c2ccccc2)cc(C(F)(F)F)c1	7%	-5%	-3	0%	-1%	2%	-7	0%	?
46	C[C@H](CO)N1C[C@H](C)[C@H](CN(C)S(=O)(=O)c2ccc(Oc3ccccc3)nc2)OCc2cnnn2CCCC1=O	1%	5%	1	13%	·	-1%	-16	2%	7
47	COC(=O)c1ccccc1NC(=O)[C@@H]1CCC(=O)N1C1OC(=O)c2c1ccc(OC)c2OC (stereo not given in full)	0%	-2%	26	9%	13%	8%	-7	0%	11
48	Nc1nc(SCC(=O)c2cccc([N+](=O)[O-])c2)n[nH]1	-9%	-8%	2	12%	-1%	-9%	-11	-8%	-1
49	O=C(NCCN1CCCCCC1)C1CCC(CNS(=O)(=O)c2cccc3cccnc23)CC1 (stereo not given)	0%	1%	-6	-13%	-2%	-2%	22	16%	-9
50	CC(C)(C)CC(=O)Nc1cccc2c1CCCC2	6%	-5%	-2	3%	0%	10%	-27	5%	-8
51	CSc1cccc(NC(=S)N2CCC(c3ccccc3)C2)c1 (stereo not given)	-24%	23%	5	2%	-1%	-6%	-5	9%	?
52	CCOC(=O)C1=C(C)N=c2s/c(=C3\C(=O)Nc4ccccc43)c(=O)n2C1c1ccc2c(c1)OCO2 (stereo not given)	-4%	6%	-3	18%	0%	-3%	-17	13%	13
53	CCc1cc(C(=O)N/N=C/c2c(C)[nH]c3ccccc23)cs1	-12%	5%	-8	-5%	12%	-14%	-6	-5%	11
54	Cc1ccc(OCC(=O)NNC(=O)CCc2ccccc2)c(Br)c1	-26%	8%	-12	0%	4%	-4%	-16	4%	-16
55	CC(C)(C)OC(=O)C[C@@H]1C/C=C\C[C@@H](CC(=O)NCCO)C(=O)N[C@H](Cc2c[nH]c3ccccc23)COC1=O	0%	0%	0	9%	-10%	9%	8	12%	33
56	CN(C(=O)c1ccc(Br)cc1)C1CCS(=O)(=O)C1 (stereo not given)	5%	11%	9	-6%	8%	0%	9	-4%	4
57	COc1ccc(C(=O)N2CCN(Cc3nc(CC4CC4)no3)CC2)cc1	7%	-3%	4	23%	-19%	11%	-5	9%	17
